# High-throughput results (PubChem BioAssay)
# AmpC detergent – inhibitors of E. coli AmpC beta-lactamase with detergent | P00811 | AmpC hydrolysis of nitrocefin, absorbance 480 nm, 0.01% Triton | Potency, µM (doses to about 114 µM), for inactives: at the top dose activity change, negative = inhibition, actives largely listed as inhibitors | 0.041% of 370,000 active;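 further: potency means the concentration at half of the fitted maximal effect; 0% = no-compound wells and -100% = no-enzyme wells; nearly all actives have a fitted effect of over 25% in size; some results filed as inactive show a strong effect at the top dose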
# Target sequence (P00811 whole entry, looked up): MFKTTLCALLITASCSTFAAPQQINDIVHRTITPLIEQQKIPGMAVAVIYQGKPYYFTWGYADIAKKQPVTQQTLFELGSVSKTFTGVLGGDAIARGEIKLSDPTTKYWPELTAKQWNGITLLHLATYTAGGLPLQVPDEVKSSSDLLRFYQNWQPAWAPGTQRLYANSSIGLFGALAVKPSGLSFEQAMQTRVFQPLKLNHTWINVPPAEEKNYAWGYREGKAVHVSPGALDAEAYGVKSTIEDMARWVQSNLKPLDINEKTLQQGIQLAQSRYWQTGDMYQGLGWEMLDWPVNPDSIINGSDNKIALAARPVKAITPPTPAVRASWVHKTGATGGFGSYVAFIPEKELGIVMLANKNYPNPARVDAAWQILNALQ
#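 AmpC (5.3 nM in the dispensed reagent) in 20 mM phosphate pH 7.0 with 0.01% (detergent screen) or 0.0001% Triton X-100 was preincubated with compounds for 15 min at room temperature. Nitrocefin was then added from an 800 uM solution, and hydrolysis was followed at 480 nm.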
# AMA1 RON2 block – AMA1-RON2 (P. falciparum) interaction inhibition; AlphaScreen AMA1-biotinylated RON2 peptide binding; Potency, µM (doses to about 58.2 µM), without a hit: at the top dose activity change, negative = inhibition, actives largely listed as inhibitors; 0.2% of 360,000 active; AID 720542;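 further: potency means the concentration at half of the fitted maximal effect; 0% = vehicle wells and -100% = peptide control; nearly all actives have a fitted effect of over 45% in size; some results filed as inactive show a strong effect at the top dose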
#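 AMA1 (3D7) with his tag at 25 nM final met compounds first, then biotinylated RON2 peptide at 25 nM; detection used donor plus acceptor beads, 10 µg/mL apiece, read by AlphaScreen after 30 min at room temperature.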
# HCV inhibitor – inhibitors of hepatitis C virus infection | Huh7.5.1 HCVcc-Cre infection, luciferase reporter, 44 h | Potency, µM (titrated, usually from 41.8 µM), without a hit: top-dose activity change, negative = inhibition, most hits filed as inhibitors | 3.4% of 340,000 active | AID 651820; further: potency means the concentration at half of the fitted maximal effect
#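 Compounds are dispensed onto cells plated 4 h earlier at 1,000 per well, with HCVcc-Cre virus (about 0.5 moi) added next. Following 44 h of culture, luminescent signal is measured for 15 sec after 15 min with substrate at room temperature.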
# Sm TGR block – blocks Schistosoma mansoni thioredoxin glutathione reductase; purified TGR, DTNB reduction, TNB absorbance 405 nm; AID 485364; 3% of 360,000 active; Potency, µM (series often up to 114 µM), for inactives: at the top dose activity change, negative = inhibition, hits mostly inhibitors; further: potency means the concentration at half of the fitted maximal effect; nearly all actives have a fitted effect of over 60% in size
#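 TGR 20 nM + NADPH 100 uM (dispensed conc.), cpd preinc 15 min RT; start with NADPH (500 uM addition) then DTNB (15 mM addition). Kinetic TNB absorbance, 405 nm filter. Four-parameter Hill fit across titration.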
# HCMV inh – blocks human cytomegalovirus replication. AID 1259415. HFF cells, HCMV-luciferase reporter, 72 h; hits give low values. 4.5% of 410,000 active. activity change, negative = inhibition, % at 57.5 µM; in the data active means activity change below about -60%; inconclusive means no clear call, values can overlap the other calls; inactive means above about -39%
#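 Two-dose cell screen: HFF monolayers treated with compounds and infected with luciferase-expressing HCMV at 1 PFU/cell, 72 h at 37C, then lysed for luciferase measurement.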
# Giardia FBPA inh – inhibitors of Giardia lamblia fructose-1,6-bisphosphate aldolase. purified Giardia FBPA. Potency, µM (series often up to 59.6 µM), for inactives: at the top dose activity, negative = inhibition, usual class: inhibitors. 0.71% of 290,000 active; further: potency means the concentration at half of the fitted maximal effect; nearly all actives have a fitted effect of over 55% in size
# Target sequence (A8B2U2 whole entry, looked up): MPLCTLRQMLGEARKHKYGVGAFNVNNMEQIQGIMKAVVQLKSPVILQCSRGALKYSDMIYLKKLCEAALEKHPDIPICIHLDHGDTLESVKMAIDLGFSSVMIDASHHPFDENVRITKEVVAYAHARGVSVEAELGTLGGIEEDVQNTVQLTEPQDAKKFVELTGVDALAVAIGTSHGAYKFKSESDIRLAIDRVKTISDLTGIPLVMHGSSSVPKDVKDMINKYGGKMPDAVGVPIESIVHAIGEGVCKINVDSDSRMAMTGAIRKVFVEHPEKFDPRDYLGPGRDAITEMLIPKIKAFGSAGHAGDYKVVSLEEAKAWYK
#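 40 nM FBPA preincubated 10 min at RT with compound (up to 57.5 uM final), then substrate plus GAPDH/TPI/NAD/arsenate coupling and diaphorase/resazurin added. Fluorescence read after 20 min at RT, 525/598 nm.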
# The depositor's hits bear a star; u = inconclusive; x = no result given; & = joins results of further samples; [ ] = remark or other dose. Unless noted, the call rests on the fitted dose curve; in most records, active means well fitted curve in the direction sought with a large enough effect; inconclusive means small, poorly fitted or top-dose-only effect, or another doubt; inactive means no such curve, though single readings can be large; an effect the other way counts as inactive or inconclusive. Unless noted, on the % scale 0 is the no-effect control and ±100 the full control effect.
# Start of the data: the first 3 compounds (preview)
no. | SMILES | AmpC detergent | AMA1 RON2 block | HCV inhibitor | Sm TGR block | HCMV inh | Giardia FBPA inh
1 | COc1ccc(-n2c(C)c(C(C)=O)c3cc(OCC(N)=O)ccc32)cc1 | 15% | -15% | -25% | 1% | u | -9%
2 | CCc1nc(SCC(=O)Nc2ccnc3ccccc23)n[nH]1 | -14% | -2% | -17% | -21% | -32 | -6%
3 | CCCc1nnc(NC(=O)Cn2c(=O)oc3ccccc32)s1 | -4% | 28% | 11%&2% | 0% | 0 | -9%

# Main list, from the start:
no. | SMILES | AmpC detergent | AMA1 RON2 block | HCV inhibitor | Sm TGR block | HCMV inh | Giardia FBPA inh
1 | COc1ccc(-n2c(C)c(C(C)=O)c3cc(OCC(N)=O)ccc32)cc1 | 15% | -15% | -25% | 1% | u | -9%
2 | CCc1nc(SCC(=O)Nc2ccnc3ccccc23)n[nH]1 | -14% | -2% | -17% | -21% | -32 | -6%
3 | CCCc1nnc(NC(=O)Cn2c(=O)oc3ccccc32)s1 | -4% | 28% | 11%&2% | 0% | 0 | -9%
4 | COc1ccc2nc(N3CCN(C(=O)C4COc5ccccc5O4)CC3)sc2c1 (stereo unspecified) | -21% | u | u | 3% | 28 | x
5 | O=C(CNC(=O)c1ccccc1F)OCC(=O)c1c[nH]c2ccccc12 | x | 11%[11.6 µM] | 8% | x | 16 | x
6 | C[C@H](CO)N1C[C@H](C)[C@@H](CN(C)Cc2ccc(C(=O)O)cc2)Oc2ccc(NS(=O)(=O)c3cn(C)cn3)cc2C1=O | x | 5% | 22% | x | 8 | x
7 | COc1ccccc1-c1nnc(C2CCN(S(=O)(=O)c3ccc([N+](=O)[O-])cc3)CC2)o1 | -5% | 2% | -26% | -28% | -7 | x
8 | CCOc1ccc2nc(NCCNC(=O)CC)c(C#N)cc2c1 | -8% | 6% | u | 0% | -2 | -15%

no. | SMILES | AmpC detergent | AMA1 RON2 block | HCV inhibitor | Sm TGR block | HCMV inh | Giardia FBPA inh
9 | Cc1noc(C(=O)N2CCN(c3ccccc3)CC2)c1Cl | -8% | -2% | 5% | -1% | -5 | 8%
10 | COc1ccc(NC(=O)CC2C(=O)N(c3ccc(OC)cc3)C(=O)N2C(C)C)cc1 (stereo unspecified) | -15% | 6% | 0% | 10% | 28 | 4%
11 | Cc1ccc(O)c(-c2cc(C(F)(F)C(F)F)[nH]n2)c1 | -7% | 19% | u | 0% | -30 | -1%
12 | CCCCN(CCCC)S(=O)(=O)c1ccc(C(=O)Nc2nnc(COC)o2)cc1 | 1% | 13% | u | 12% | x | 15%
13 | O=Nc1nc2ncccn2c1-c1ccccc1 | x | 9% | 4% | x | -23 | x
14 | COc1ccc2oc(C)c(C(=O)c3ccc([N+](=O)[O-])cc3)c2c1 | -5% | u | u | -6% | -22 | -17%
15 | CC1CN(c2ccccc2)C(=O)CS1 (stereo unspecified) | -14% | 2% | 2% | -1% | 38 | 2%
16 | CCn1ccnc1CN(C)Cc1c(C(=O)N2C[C@@H](C)O[C@@H](C)C2)nc2ccc(Cl)cn12 | 2% | 30%[activator] | x | -2% | 3 | x

# From no. 11 as far as 13, copied from above:
no. | SMILES | AmpC detergent | AMA1 RON2 block | HCV inhibitor | Sm TGR block | HCMV inh | Giardia FBPA inh
11 | Cc1ccc(O)c(-c2cc(C(F)(F)C(F)F)[nH]n2)c1 | -7% | 19% | u | 0% | -30 | -1%
12 | CCCCN(CCCC)S(=O)(=O)c1ccc(C(=O)Nc2nnc(COC)o2)cc1 | 1% | 13% | u | 12% | x | 15%
13 | O=Nc1nc2ncccn2c1-c1ccccc1 | x | 9% | 4% | x | -23 | x

# Remaining list, next part
no. | SMILES | AmpC detergent | AMA1 RON2 block | HCV inhibitor | Sm TGR block | HCMV inh | Giardia FBPA inh
17 | Cc1cccc(-n2c(O)c(C=Nc3ccc(Br)cn3)c(=O)[nH]c2=O)c1 | 3% | 5% | 5% | -16% | -1 | -12%
18 | NC(=O)c1cc2ccccc2o/c1=N/NC(=O)c1ccccc1 | -18% | 134%[activator] | 4% | 31% | u | 0%
19 | COc1cc(C(=O)NNC(=O)COc2ccc(Br)cc2)ccc1OCC(=O)N1CCOCC1 | x | 110%[activator] | -18% | x | -20 | x
20 | CC1=C(C(=O)Nc2ccccc2C)C(c2ccncc2)n2nc(SCc3ccccc3)nc2N1 (stereo unspecified) | 6% | x | x | 2% | 4 | x
21 | Cc1ccn2c(NC(=O)c3ccccc3)c(-c3cccs3)nc2c1 | 2% | -20% | 13% | 9% | 27 | 2%
22 | CC(C)CC(C)NNC(=O)c1cc2ccccc2[nH]1 (stereo unspecified) | -12% | 18% | 3% | -1% | 27 | 4%
23 | c1ccc2c(c1)NC1(CCCC1)n1c-2nc2ccccc21 | u | 7% | 11µM* | -24% | -28 | 10%
24 | COc1cccc(/C=N/NC(=O)c2ccc(=O)n(C)c2)c1O | -5% | 76%[activator] | -16% | -20% | 84 | -22%

no. | SMILES | AmpC detergent | AMA1 RON2 block | HCV inhibitor | Sm TGR block | HCMV inh | Giardia FBPA inh
25 | COc1ccc(C(=O)NC2CCN(C(=O)Nc3ccccc3Cl)CC2)cc1 | 3% | 9% | 2% | -8% | -8 | 1%
26 | Cc1ccc(-c2nc(CS(=O)CC(=O)N3CCN(c4ccc(Cl)cc4)CC3)c(C)o2)cc1 (stereo unspecified) | 8% | x | x | u | -71* | x
27 | COc1cc(CCC(=O)OCC(=O)N2CC(=O)Nc3ccccc32)cc(OC)c1OC | x | 3% | 9% | x | -19 | x
28 | CN(C)C(CNC(=O)c1ccc(-c2ccccc2)cc1)c1ccccc1 (stereo unspecified) | -6% | u | u | -3% | -2 | 4%
29 | C1CCN(c2nc3nonc3nc2NCC2CCOCC2)CC1 | 8% | -2% | 9% | 13% | -5 | 1%
30 | COCCNC(=O)C1CCC(CNS(=O)(=O)c2c(C)cc(C)cc2C)CC1 (stereo unspecified) | 1% | -1% | 13% | -10% | -15 | 7%
31 | CC1CCN(C(=O)CSc2nnc(CNC(=O)c3ccco3)o2)CC1 | 2% | -15% | 6% | -13% | -14 | 4%
32 | CCc1ccc(CN(C)Cc2nc(Cc3ccc(OC)c(OC)c3)no2)nc1 | -3% | 43%[activator] | -3% | 32µM* | 100 | -23%

# Screen by screen, from the results shown.
# AmpC detergent for nos. 10 to 15: -15%, -7%, 1%, x, -5%, -14%
# HCMV inh for nos. 10 to 15: 28, -30, x, -23, -22, 38

# More structures follow.
no. | SMILES | AmpC detergent | AMA1 RON2 block | HCV inhibitor | Sm TGR block | HCMV inh | Giardia FBPA inh
33 | S=C(NCC1CCCO1)NC1CC1 (stereo unspecified) | 1% | -23% | 12% | x | -10 | -9%
34 | COC(=O)C1C2C=CC3(CN(c4cccc(Cl)c4)C(=O)C13)O2 (stereo unspecified) | -10% | -8% | 20% | -30% | 9 | 1%
35 | CC(C)CC1NC(=O)N(Cc2cc(=O)n3ccsc3n2)C1=O (stereo unspecified) | 4% | 6% | -7% | 8% | -16 | -4%
36 | COc1ccc(NC(=O)CN2C(=O)C(C)Oc3ccccc32)c(OC)c1 (stereo unspecified) | -3% | 6% | -4% | 9%[11.4 µM] | 9 | 5%
37 | CSc1nc2ccc(NC(=O)c3nn(C(C)C)c(=O)c4ccccc34)cc2s1 | u | 12% | -1% | -10% | 250 | 0%
38 | Cc1ccc(C(c2nnnn2C2CCCCC2)N(C)C2CCCCC2)cc1 (stereo unspecified) | -1% | -5% | -3% | 8% | -26 | 1%
39 | COc1ccc2oc(C(=O)Nc3ccccc3N3CCOCC3)c(C)c2c1 | 0% | -9% | u | -7% | -7 | x
40 | NNC(=O)C1c2ccccc2Oc2ccccc21 | -7% | 21% | 17% | -5% | u | -1%

# Ordered by length of the SMILES (lowest first): part of the list above
no. | SMILES | AmpC detergent | AMA1 RON2 block | HCV inhibitor | Sm TGR block | HCMV inh | Giardia FBPA inh
33 | S=C(NCC1CCCO1)NC1CC1 (stereo unspecified) | 1% | -23% | 12% | x | -10 | -9%
40 | NNC(=O)C1c2ccccc2Oc2ccccc21 | -7% | 21% | 17% | -5% | u | -1%
36 | COc1ccc(NC(=O)CN2C(=O)C(C)Oc3ccccc32)c(OC)c1 (stereo unspecified) | -3% | 6% | -4% | 9%[11.4 µM] | 9 | 5%
37 | CSc1nc2ccc(NC(=O)c3nn(C(C)C)c(=O)c4ccccc34)cc2s1 | u | 12% | -1% | -10% | 250 | 0%

# Going on with the list.
no. | SMILES | AmpC detergent | AMA1 RON2 block | HCV inhibitor | Sm TGR block | HCMV inh | Giardia FBPA inh
41 | Cc1ccc(-n2nc(C)c3c(C(F)(F)F)cc(-c4cccnc4)nc32)cc1Cl | 10% | x | x | 4% | -2 | x
42 | O=S(=O)(NCc1cccs1)c1ccc(Br)cc1 | 7% | 7% | 5% | 5% | u | 0%
43 | N=c1c(C(=O)NC2CCCC2)cc2c(=O)n3ccccc3nc2n1C1CCCC1 | u | 5% | u | -18% | 80 | -4%
44 | Cc1ccc2[nH]cc(CCNC(=O)c3cccnc3)c2c1 | -2% | -10% | -8% | 3% | -33 | 7%
45 | CCCCCN(C(=O)NC(=O)Nc1cccc(C)c1C)S(C)(=O)=O | -2% | -1% | 5% | 10% | 16 | 1%
46 | Clc1ccccc1-c1nnc(-c2ccc3c(c2)OCO3)o1 | 1% | 12% | -15% | 1% | 115 | -7%
47 | COc1ccc(NC(=O)CS(=O)CC(=O)Nc2ccc(F)cc2F)cc1 (stereo unspecified) | -15% | 2% | -2% | -1% | 7 | 8%
48 | Cc1cc(C)n(/N=C/c2cc(Cl)cc(Cl)c2O)c(=O)c1 | u | 4% | 11% | -31% | -17 | -16%

no. | SMILES | AmpC detergent | AMA1 RON2 block | HCV inhibitor | Sm TGR block | HCMV inh | Giardia FBPA inh
49 | Cc1ccc(NC(=O)N[C@H](C(=O)O)C(C)C)c(C)c1 | 5% | -1% | 11% | 3% | 4 | 5%
50 | CCN(C(=O)CSc1nc2ncccc2[nH]1)c1ccc(C(C)C)cc1 | 23% | x | x | 1% | -17 | x
51 | Cc1ccccc1-c1nc2scc(CCNC(=O)C(=O)Nc3ccc(F)cc3F)n2n1 | 14% | x | x | 0% | 2 | x
52 | O=C(OCn1nnc2ccccc2c1=O)c1cccc(S(=O)(=O)N2CCOCC2)c1 | -10% | -8% | 2% | -20% | 28 | x
53 | CCOC(=O)C1CCN(C(=O)c2ccc(NC(=O)C3CCCO3)cc2)CC1 (stereo unspecified) | -12% | 6% | 6% | 1% | 60 | 2%
54 | CCOCc1cnc(C)nc1NCC(=O)c1c(C)[nH]c2ccc(OC)cc12 | 3% | 6% | 13% | 6% | -32 | -2%
55 | O=C1CN(C(=O)c2c(F)cccc2F)C(c2ccccc2)c2cc(Br)ccc2N1 (stereo unspecified) | -1% | 0% | -23% | 16% | -8 | -8%
56 | COC(=O)c1c(NC(=O)Nc2ccc(Cl)cc2)sc(C)c1C | u | 0% | -21% | 4%&20% | -17&69 | 3%
57 | CCC(Sc1n[nH]c(=O)[nH]c1=O)C(=O)OCc1ccccc1 (stereo unspecified) | -1% | 6% | 10% | -18% | -37 | 0%
58 | CCCCOc1ccccc1Cn1c(=O)oc2ccc(C)cc21 | -14% | 49%[activator] | -7% | 3% | -31 | 11%
59 | COc1cc(OC)c(C(=O)NCC2CCCO2)cc1OC (stereo unspecified) | -4% | 24% | 17% | 10% | 21 | -1%
